Screens (PubChem BioAssay)
Dengue-2 NS5 capping = flavivirus cap methylation enzyme inhibition – biochemical, confirmation dose response, primary screen (AID 588689); Dengue-2 NS5 methyltransferase capping enzyme assay, biochemical; higher % means a stronger effect; inhibition, % at 25 µM, or IC50 in µM where a hit was titrated; 0.3% of 340,000 active; in the data active = a potency from the dose series
West Nile virus CPE = inhibition of WNV-induced cytopathic effect – cell-based, CPE readout (AID 1621). West Nile virus-infected cells, CPE inhibition; higher % means a stronger effect. one-dose CPE inhibition, % at 10 µM; IC50 in µM for titrated hits. 0.02% of 290,000 active; in the data active = a potency from the dose series; also: strong numbers were not always called active
T cell HTS = T cell immune modulators affecting CD8 T cell-vesicle binding | AID 2052 | calls only at 7 µM | 0.068% of 330,000 active | 2C CD8+ T cell-vesicle binding, flow cytometry; hits give low values;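 active = response, share of CD8 T cells binding vesicles, and their 90th percentile fluorescence all below set limits, cut at about 80% in these data, passing the limit was not always enough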
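Material: 2C TCR transgenic mouse naive CD8+ T cells, MACS-purified. Also added: QL9-charged Drosophila Ld/ICAM-1/B7-1 vesicles. Timing: binding 1.5 h at 37 °C. Measured by: high-throughput flow cytometry with anti-B7-1 and anti-CD8 staining. Read-out: percent CD8+ FL2 mean versus row control. Controls: Unloaded micro-vesicles (low), QL9 vesicles with 0.7% DMSO (high).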
Large T inhibition = SV40 large T antigen inhibitors, biochemical (AID 1903); SV40 large T antigen ATPase/helicase inhibition assay; higher % means a stronger effect; one-dose inhibition, % at 20 µM; IC50 in µM for titrated hits; 0.39% of 310,000 active; in the data active = a potency from the dose series; also: strong numbers were not always called active
Rac1 GTP hydrolysis = MgcRacGAP GTPase-activating activity inhibitors, confirmation, biochemical, ADP Hunter fluorescence; one-dose inhibition, % at 30 µM; IC50 in µM for titrated hits; AID 624330; MgcRacGAP-stimulated Rac1 GTP hydrolysis, ADP Hunter fluorescence; higher % means a stronger effect; GST-tagged Rac1 F28L mutant substrate; 0.6% of 340,000 active;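 active = first-screen hits whose inhibition reached a set limit at any dose in the follow-up dose series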;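 also: fluorescence reports GDP produced by GAP-driven GTP hydrolysis; strong numbers were not always called active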
Salmonella PhoP GFP = inhibitors of PhoP regulon expression, primary screen, Salmonella Typhimurium, GFP reporter (AID 1863); S. Typhimurium PhoP-regulated promoter GFP reporter, 4 h; higher % means a stronger effect; inhibition, % at 50 µM; hits with a dose series show IC50 in µM; 0.16% of 300,000 active;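 active = inhibition over 29.93%, a cutoff 3 SD above the screen mean, later confirmed by dose response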;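 also: 0% = low Mg2+ inducing control and 100% = high Mg2+ repressing control; strong numbers were not always called active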
UTI89 phage lysis = protection from phage-mediated lysis, alamar blue read-out – E. coli UTI89, K1F phage, bacterial capsule biogenesis inhibitors (AID 488966); E. coli UTI89 K1F phage lysis, alamar blue, 2 h; higher % means a stronger effect; inhibition, % at 100 µM, or IC50 in µM where a hit was titrated; 0.02% of 340,000 active;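 active = phage lysis inhibition, versus mean bacterial control, above a set limit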;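 also: capsule biogenesis inhibitors block K1F phage lysis so surviving cells raise fluorescence; higher fluorescence means more inhibition of phage lysis; actives were called in the ten point dose series up to 300 µM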
RSV CPE inhibition = RSV antiviral activity via CPE protection, HEp-2 cells, primary 10 µM value included (AID 2391) | HEp-2 cells, RSV-induced CPE inhibition; higher % means a stronger effect | CPE inhibition, % at 10 µM; hits with a dose series show IC50 in µM | 0.13% of 310,000 active; in the data active = a potency from the dose series; also: strong numbers were not always called active
NTR1 ag = NTR1-driven beta-arrestin-GFP spot formation – imaging, U2OS cells, high content, primary screen (AID 493036); agonist mode; P30989; activation, % at 20 µM; 0.17% of 330,000 active;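 active = activation at or above 40% of the spot to cytoplasm intensity ratio, with at least 20 cells analyzed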;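 also: 0% = DMSO without peptide and 100% = 100 nM NTR1 peptide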
Target sequence (P30989 whole entry, looked up): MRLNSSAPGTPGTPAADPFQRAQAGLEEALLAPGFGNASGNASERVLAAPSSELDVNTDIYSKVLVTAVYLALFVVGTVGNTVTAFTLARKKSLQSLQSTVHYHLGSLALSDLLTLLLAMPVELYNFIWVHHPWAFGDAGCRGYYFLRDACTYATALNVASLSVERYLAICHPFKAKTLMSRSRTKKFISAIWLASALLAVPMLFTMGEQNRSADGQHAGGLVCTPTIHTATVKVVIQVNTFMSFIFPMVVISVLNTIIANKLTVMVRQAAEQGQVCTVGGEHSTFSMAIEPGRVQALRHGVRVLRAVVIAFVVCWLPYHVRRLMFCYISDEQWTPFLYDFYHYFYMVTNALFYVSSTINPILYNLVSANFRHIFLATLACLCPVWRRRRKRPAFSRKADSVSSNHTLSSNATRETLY
T cell HTS vesicle-bound % = second read-out of T cell HTS, no call of its own (marks repeat the call); double positive events, %; measured here: CD8+ vesicle-bound cell fraction;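 binding gate set so that unloaded-vesicle control wells show 10% double positive cells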
NTR1 ag cell count 20 µM = recorded beside NTR1 ag, whose call it bears; cell count; measured here: cell count, cytotoxicity flag
Dengue-2 NS5 capping pilot replicate = second read-out of Dengue-2 NS5 capping, no call of its own (marks repeat the call); inhibition, %; measured here: pilot screen replicate inhibition
* marks the source's active call; other numbers are inactive results; i = inactive; x = no result given; [ ] = another dose, or the depositor's remark.

SMILES | Dengue-2 NS5 capping | West Nile virus CPE | T cell HTS | T cell HTS vesicle-bound % | Large T inhibition | Rac1 GTP hydrolysis | Salmonella PhoP GFP | UTI89 phage lysis | RSV CPE inhibition | NTR1 ag | NTR1 ag cell count 20 µM | others
O=C1C(=O)N(Cc2cccnc2)C(c2cccc(O)c2)/C1=C(\O)c1ccc2c(c1)OCCO2 (centres undefined) | -6% | 1.4% | i | 20 | 18% | 9% | 1% | 0.2% | 0.3% | 0.7 | 68
Cc1ccc(S(=O)(=O)N2CCC(C(=O)N3CCC[C@H]3C(=O)NCc3ccco3)CC2)cc1 | -3% | -0.3% | i | 50 | 14% | 3% | -2% | 3.5% | 1.8% | -0.3 | 92
C/C(=N\OCC(=O)Nn1c(C)nc2ccccc2c1=O)c1ccccc1 | -4% | -0.6% | i | 46 | 5% | 6% | -7% | 0.2% | 1.7% | 2.5 | 56
CCN(CC)CCCN1C(=O)C(=O)/C(=C(/O)c2ccc(C)cc2)C1c1ccccn1 (centres undefined) | -1% | 1.4% | i | 38 | 5% | 6% | -2% | 1.4% | 1.9% | 0.3 | 47
NC(=O)c1ccccc1NC(=O)c1cc(S(=O)(=O)N2CCCCC2)ccc1N1CCOCC1 | 1% | x | i | 26 | x | 7% | x | 0.5% | 0.0% | -1.4 | 58
Cc1cc2cc3c(cc2nc1SCc1ccc(C(=O)O)cc1)OCCO3 | 5% | 0.0% | i | 25 | 22% | 5% | -9% | -0.1% | 3.1% | 1.8 | 54
Cc1ccc(C(=O)Nc2ccc(F)cc2F)o1 | 2% | 0.5% | i | 40 | -1% | 12% | -6% | 1.2% | 1.2% | -1.4 | 64
Cc1ccc(NC(=O)c2ccc3ncsc3c2)cc1S(=O)(=O)N(C)C | x | 0.7% | i | 49 | 14% | x | 0% | -1.3%[50 µM] | 1.9% | 2.3 | 70
CN(CC(=O)NC1CCCCCC1)S(=O)(=O)c1ccc2c(c1)n(C)c(=O)c(=O)n2C | -1% | 0.5% | i | 46 | 10% | 16% | 9% | -0.3% | 1.0% | -0.3 | 40
CC(Sc1sc(=S)sc1SC(C)C(=O)O)C(=O)O (centres undefined) | 1% | -0.1% | i | 20 | 29% | 17% | -10% | 0.1% | 0.6% | -0.5 | 49
CN(C)C(CNC(=O)c1ccc2c(c1)S(=O)(=O)c1ccccc1C2=O)c1ccco1 (centres undefined) | -1% | -0.3% | i | 11 | 10% | 5% | 2% | 0.0% | 22% | -0.3 | 36
CCN(CC)c1ccc(NC(=O)Cn2ncc3c(C)n(Cc4ccccc4F)c(C)c3c2=O)c(C)c1 | -27% | -0.9% | i | 8 | 10% | 7% | -15% | 2.6% | 1.4% | 0.7 | 63
COc1cccc(N2CCN(S(=O)(=O)c3ccc4c(c3)NC(=O)CS4)CC2)c1 | -4% | 0.5% | i | 28 | -2% | 9% | -5% | -0.1% | 2.6% | 5.2 | 58
CCOC(=O)c1ccc(NC(=O)C(=O)NCc2ccncc2)cc1 | 1% | 1.1% | i | 17 | 12% | 1% | 26% | 0.1%[50 µM] | -1.7% | 0.0 | 41
COc1ccc(C2C(C(=O)c3sc(C)nc3C)=C(O)C(=O)N2CCN(C)C)cc1 (centres undefined) | -7% | -0.1% | i | 52 | 17% | 0% | -9% | 0.3% | 1.1% | -1.3 | 69
Cc1ccc([N+](=O)[O-])cc1NC(=O)Nc1cccc(F)c1 | -1% | -0.3% | x | x | 2% | 9% | -6% | 0.4% | x | 22 | 77
CCCCN(C(=O)CCC(=O)Nc1cc(C)on1)C(C(=O)NC1CCCC1)c1ccccc1OCC (centres undefined) | -10% | -1.3% | i | 11 | 4% | -5% | 3% | -0.2% | -0.5% | 0.1 | 48
Cc1ccc(-n2nnc(-c3cccnc3)n2)cc1 | -5% | 0.1% | i | 23 | 16% | 11% | x | 2.3% | 1.8% | -1.5 | 106
COc1cc2c(c(O)c1OC)-c1c(cc(OC)c(OC)c1OC)C[C@@H](C)[C@@H](C)C2 | -4% | -1.2% | i | 53 | 12% | 7% | 6% | 1.9% | 0.6% | 4.1 | 58
CCN(CC)CCN1C(=O)C(O)=C(C(C)=O)C1c1ccc(OC)c(OC)c1 (centres undefined) | -1% | 0.5% | i | 58 | x | 3% | -3% | 1.5% | 0.2% | 1.0 | 61
C/C(Nc1ccccc1)=C(/C#N)C(N)=O | -2% | -0.7% | i | 37 | 20% | 6% | 18% | -0.3% | 0.3% | 0.5 | 79
CC(CNC(=O)c1ccc(C#N)cc1)NC(=O)c1ccc(C#N)cc1 (centres undefined) | -3% | 0.8% | i | 27 | 6% | 7% | -11% | -0.3%[50 µM] | 1.6% | x | x
CCC(C)NC(=O)CSc1nc2scc(-c3ccccc3)c2c(=O)[nH]1 (centres undefined) | -3% | -0.1% | i | 4 | 3% | 2% | -7% | 1.5%[50 µM] | 6.4% | 3.6 | 46
O=C1NCCNC1(c1c[nH]c2ccccc12)C(F)(F)F (centres undefined) | -1% | 0.2% | i | 6 | 2% | 5% | 6% | 0.1% | -0.5% | -1.3 | 90
CCCOC(=O)C1[C@H]2C(=O)N(CC3CCCO3)C[C@]23C=C[C@H]1O3 (some centres undefined) | 2% | 0.1% | i | 26 | 0% | 11% | -7% | 0.5% | 0.2% | -0.3 | 21
CN1C(C(=O)Nc2ccc(OC(F)(F)F)cc2)=CC(c2cccs2)=NS1(=O)=O | -21% | 0.4% | i | 12 | 3% | -4% | 4% | 1.1% | 6.9% | 9.0 | 66
O=C(NCCC1=CCCCC1)C(=O)NCc1ccccc1 | 2% | -0.8% | i | 42 | 4% | 4% | -5% | 2.4% | 2.4% | 0.5 | 37
CC(c1ccccc1)n1c(SCC(=O)Nc2ccccc2)n[nH]c1=O (centres undefined) | 1% | -0.7% | i | 60 | 6% | 12% | 0% | 0.2% | 8.4% | 1.2 | 47
Nc1nonc1-n1nnc(C(=O)N/N=C/c2cc(Br)cs2)c1-c1ccccc1 | -3% | 0.1% | i | 13 | 0% | -2% | 11% | -0.4% | 1.0% | 2.7 | 59
CC(=O)Nc1cccc(Oc2ncnc3scc(-c4ccccc4)c23)c1 | 2% | 1.3% | i | 62 | 12% | 15% | -5% | 0.2% | 12% | 0.4 | 97
CCOC(=O)N1CCC(NC(=O)c2ccc(CS(=O)c3ccc(Cl)cc3)o2)CC1 (centres undefined) | -7% | -0.3% | i | 18 | 11% | 4% | 5% | 0.2% | 1.4% | 0.0 | 77
CC(=O)Nc1ccc(NC(=O)CN2C(=O)COc3ccc(S(=O)(=O)N4CCOCC4)cc32)cc1 | -9% | -0.3% | i | 30 | 4% | 13% | -2% | 0.3% | x | 0.2 | 74
NC(=O)N=Nc1c(O)[nH]c2c(Br)cc(Br)cc12 | x | -0.1% | i | 11 | 2% | x | 0% | x | 1.3% | 1.1 | 64
COc1ccc(C(CNC(=O)CNC(=O)c2cccc(C)c2)N2CCOCC2)cc1 (centres undefined) | -9% | x | i | 22 | x | 5% | x | 0.4%[50 µM] | 0.3% | -1.6 | 53
COc1cccc(C2/C(=C(\O)c3ccc4c(c3)OCCO4)C(=O)C(=O)N2CCCn2ccnc2)c1 (centres undefined) | -3% | 0.2% | i | 2 | 7% | 9% | -9% | 0.3% | 2.3% | 0.2 | 78
CCOC(=O)c1c(NC(=O)CCC(=O)N(CC)CC)sc2c1CC(C)(C)OC2 | -9% | 1.1% | i | 18 | 7% | 6% | 1% | -0.1% | 3.1% | 1.8 | 58
CCS(=O)(=O)N1CCC(C(=O)Oc2ccc(Br)cc2)CC1 | -5% | -0.5% | i | 55 | 9% | -2% | 3% | 0.0% | 0.6% | -1.6 | 51 | Dengue-2 NS5 capping pilot replicate=-5.8

Of the compounds above, five have a thiophene ring, fused or not.
SMILES | Dengue-2 NS5 capping | West Nile virus CPE | T cell HTS | T cell HTS vesicle-bound % | Large T inhibition | Rac1 GTP hydrolysis | Salmonella PhoP GFP | UTI89 phage lysis | RSV CPE inhibition | NTR1 ag | NTR1 ag cell count 20 µM | others
CCC(C)NC(=O)CSc1nc2scc(-c3ccccc3)c2c(=O)[nH]1 (centres undefined) | -3% | -0.1% | i | 4 | 3% | 2% | -7% | 1.5%[50 µM] | 6.4% | 3.6 | 46
CN1C(C(=O)Nc2ccc(OC(F)(F)F)cc2)=CC(c2cccs2)=NS1(=O)=O | -21% | 0.4% | i | 12 | 3% | -4% | 4% | 1.1% | 6.9% | 9.0 | 66
Nc1nonc1-n1nnc(C(=O)N/N=C/c2cc(Br)cs2)c1-c1ccccc1 | -3% | 0.1% | i | 13 | 0% | -2% | 11% | -0.4% | 1.0% | 2.7 | 59
CC(=O)Nc1cccc(Oc2ncnc3scc(-c4ccccc4)c23)c1 | 2% | 1.3% | i | 62 | 12% | 15% | -5% | 0.2% | 12% | 0.4 | 97
CCOC(=O)c1c(NC(=O)CCC(=O)N(CC)CC)sc2c1CC(C)(C)OC2 | -9% | 1.1% | i | 18 | 7% | 6% | 1% | -0.1% | 3.1% | 1.8 | 58
